LYP phosphatase: inhibitors of LYP phosphatase, biochemical, fluorescence intensity, uHTS (AID 1779). Tyrosine-protein phosphatase non-receptor type 22 (Homo sapiens). recombinant LYP phosphatase, fluorescence intensity; higher % means a stronger effect. inhibition, % at 11.5 µM; hits with a dose series show IC50 in µM. actives 0.054% (n = 290,000); in the data active means inhibition above about 50%;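 further: plate controls were vehicle with enzyme for no effect and no enzyme for full effect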
T cell modulator: modulators of CD8 T cell-vesicle binding, primary screen, mouse 2C CD8+ T cells, flow cytometry; 2C CD8+ T cell-vesicle binding; active compounds read low; calls only at 7 µM; actives 0.068% (n = 330,000);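 active means response, share of CD8 T cells binding vesicles, and their 90th percentile fluorescence all below set limits, cut at about 80% in these data, passing the limit was not always enough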
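incubation = binding step 1.5 h, 37 °C, antibody labelling 20 min, ice | test system = 2C mouse CD8+ T cells | read-out basis = percent CD8+ FL2 mean versus row control | controls = Peptide-free naked vesicles (low) and QL9 vesicles with 0.7% DMSO vehicle (high) | detection = flow cytometry of vesicle-bound cells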
GPR55 beta-arrestin: GPR55 agonists via beta-arrestin recruitment, primary screen, imaging, U2OS cells, beta-arrestin-GFP redistribution (AID 1961); U2OS GPR55 beta-arrestin-GFP redistribution imaging; higher % means a stronger effect; one-dose activation, % at 10 µM; EC50 in µM for titrated hits; actives 0.048% (n = 290,000);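 active means activation above 40% with more than 50 cells counted in the well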;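 further: U2OS osteosarcoma cells stably expressing GPR55 and beta-arrestin-GFP; plate controls were DMSO negative control for no effect and LPI positive control for full effect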
Lipid droplet: inhibitors of hepatocyte lipid droplet formation, primary screen, imaging, high-throughput imaging, BODIPY stain. AML12 mouse hepatocytes, oleate lipid droplets. inhibition, % at 6.5 µM. actives 0.4% (n = 240,000);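 active means lipid droplet intensity inhibited by at least 50%, with more than 500 cells counted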
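Assay system: AML12 hepatocytes (mouse) / Also added: 100 µM oleic acid challenge / Times: overnight treatment with compound plus oleate / Detection: high-content imaging of BODIPY-stained droplets and DAPI nuclei / Evaluation: % inhibition of lipid droplet signal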
MgcRacGAP inhibition: MgcRacGAP GTPase-activating activity inhibitors, confirmation, biochemical, ADP Hunter fluorescence; Rac GTPase-activating protein 1 (Homo sapiens); MgcRacGAP-stimulated Rac1 GTP hydrolysis, ADP Hunter fluorescence; higher % means a stronger effect; GST-tagged Rac1 F28L mutant substrate; inhibition, % at 30 µM, or IC50 in µM where a hit was titrated; actives 0.6% (n = 340,000); AID 624330, 2012;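 active means first-screen hits whose inhibition reached a set limit at any dose in the follow-up dose series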;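 further: fluorescence reports GDP produced by GAP-driven GTP hydrolysis; strong numbers were not always called active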
NTR1 agonist: agonists of NTR1, primary screen, imaging, U2OS cells, beta-arrestin-GFP, high content (AID 493036); Neurotensin receptor type 1 (Homo sapiens), P30989; NTR1-U2OS beta-arrestin-GFP spot imaging, agonist mode; activation, % at 20 µM; actives 0.17% (n = 330,000);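 active means activation at or above 40% of the spot to cytoplasm intensity ratio, with at least 20 cells analyzed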;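 further: 0% = DMSO without peptide and 100% = 100 nM NTR1 peptide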
Target sequence (P30989 whole entry, looked up): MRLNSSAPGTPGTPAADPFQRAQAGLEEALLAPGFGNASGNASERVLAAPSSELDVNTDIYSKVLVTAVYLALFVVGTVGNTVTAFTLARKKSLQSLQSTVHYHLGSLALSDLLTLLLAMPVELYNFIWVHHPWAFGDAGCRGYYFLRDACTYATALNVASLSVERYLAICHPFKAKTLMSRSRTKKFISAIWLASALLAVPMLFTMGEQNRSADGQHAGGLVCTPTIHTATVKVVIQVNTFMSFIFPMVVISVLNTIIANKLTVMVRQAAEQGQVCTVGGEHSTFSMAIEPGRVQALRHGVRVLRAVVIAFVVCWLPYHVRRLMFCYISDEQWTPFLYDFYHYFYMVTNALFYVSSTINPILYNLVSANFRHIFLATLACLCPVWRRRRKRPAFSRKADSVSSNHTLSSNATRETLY
GPR35 antagonists: GPR35 antagonists blocking zaprinast-driven arrestin recruitment, primary screen, imaging, U2OS, beta-arrestin-GFP, zaprinast agonist (AID 2058). G-protein coupled receptor 35 (Homo sapiens). U2OS GPR35 beta-arrestin-GFP translocation imaging, zaprinast antagonism; higher % means a stronger effect. inhibition, % at 10 µM; hits with a dose series show IC50 in µM. actives 0.052% (n = 290,000);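 active means inhibition of at least 50% with at least 30 cells and total cytoplasm GFP at most 10,000,000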
GPR55 LPI antagonism: GPR55 antagonists blocking LPI-driven arrestin recruitment, primary screen, imaging, U2OS, beta-arrestin-GFP, LPI agonist (AID 2013) | one-dose inhibition, % at 10 µM; IC50 in µM for titrated hits | G-protein coupled receptor 55 (Homo sapiens) | actives 0.13% (n = 290,000) | U2OS GPR55 beta-arrestin-GFP translocation imaging, LPI antagonism; higher % means a stronger effect;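 active means spots per cell inhibited over 60%, with over 100 cells counted and total cytoplasm intensity under 500,000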;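 further: U2OS cells stably carrying GPR55 and arrestin-GFP stimulated by 5 µM LPI near EC80; imaged beta-arrestin-GFP aggregate spots per cell after agonist stimulation; plate controls were LPI-stimulated DMSO wells for no effect and DMSO wells without LPI for full effect; some results filed as inactive read as strong as hits; confirmed hits need IC50 under 10 µM and bright autofluorescent wells are also inconclusive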
SV40 large T antigen: SV40 large T antigen inhibitors, biochemical (AID 1903); SV40 large T antigen ATPase/helicase inhibition assay; higher % means a stronger effect; inhibition, % at 20 µM, or IC50 in µM where a hit was titrated; actives 0.39% (n = 310,000); in the data active means a potency from the dose series; further: strong numbers were not always called active
Lipid droplet cells 6.5 µM: also measured in Lipid droplet; calls as there; cell count; measured here: cell count, cytotoxicity flag;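 cells counted across two imaged fields per well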
T cell modulator vesicle-bound %: also measured in T cell modulator; calls as there; double positive events, %; measured here: CD8+ vesicle-bound cell fraction;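 binding gate set so that unloaded-vesicle control wells show 10% double positive cells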
NTR1 agonist cell count 20 µM: also measured in NTR1 agonist; calls as there; cell count; measured here: cell count, cytotoxicity flag
* marks the source's active call; other numbers are inactive results; i = inactive; x = not tested or not shown.

SMILES | LYP phosphatase | T cell modulator | T cell modulator vesicle-bound % | GPR55 beta-arrestin | Lipid droplet | Lipid droplet cells 6.5 µM | MgcRacGAP inhibition | NTR1 agonist | NTR1 agonist cell count 20 µM | GPR35 antagonists | GPR55 LPI antagonism | SV40 large T antigen
COc1ccc2cc(CN(Cc3ccco3)Cc3nnnn3C3CCCCC3)c(=O)[nH]c2c1 | 7% | i | 55 | 0.4% | x | x | 2% | 2.9 | 57 | 10% | 0% | 14%
Cc1cc(C(=O)N2CCCC(N3CCN(c4ccccc4C)CC3)C2)n(C)n1 (stereo not given) | -8% | i | 60 | 0.3% | -1 | 655 | 6% | 0.9 | 55 | -3% | 3% | 6%
O=C(O)C1C2CCC(C2)C1C(=O)NCCc1ccc(F)cc1 (stereo not given) | -9% | i | 57 | 0.3% | 9 | 791 | 7% | -0.4 | 65 | -2% | 4% | 4%
CC(C)c1ccc(N(C(=O)c2csnn2)C(C(=O)NC2CCCC2)c2ccncc2)cc1 (stereo not given) | -11% | i | 14 | 1.0% | -1 | 765 | -8% | -0.8 | 38 | 7% | -10% | 0%
CSc1ccccc1OCc1cc(C(=O)N(Cc2nccn2C)C(C)C)no1 | -15% | i | 36 | -0.1% | -27 | 696 | 5% | 0.5 | 64 | 0% | -12% | 31%
Cn1c(/C=C(\C#N)C(N)=S)ccc1-c1ccc(Br)cc1 | 9% | x | x | -0.2% | 2 | 624 | 7% | x | x | -6% | 4% | 0%
Cn1ccnc1SCC(=O)c1ccc(Cl)cc1 | -7% | i | 58 | 0.3% | 0 | 720 | 0% | -1.2 | 54 | 17% | 8% | 20%
O=C(NCC1CCCO1)c1cnn2c(C(F)F)cc(C3CC3)nc12 (stereo not given) | -12% | i | 47 | -0.1% | -6 | 697 | 0% | 0.5 | 74 | 13% | -19% | 4%
Cc1ccc(NC(=O)c2cccc(S(=O)(=O)N3CCN(C)CC3)c2)cc1F | -11% | i | 50 | 0.2% | -2 | 808 | 2% | 0.9 | 36 | -6% | 2% | 5%
Cn1c(-c2c(N)n(C3CCCC3)c3nc4ccccc4nc23)nc2ccccc21 | -4% | i | 9 | 0.3% | x | x | 10% | 8.1 | 85 | 18% | -7% | x
CCOC(=O)C1CCN(S(=O)(=O)c2ccc(CC)cc2)CC1 | -5% | i | 5 | 0.2% | -18 | 632 | 4% | 1.4 | 48 | 10% | 12% | -11%
CCOC(=O)c1[nH]c2ccccc2c1NC(=O)NC(C)C | -6% | i | 37 | 0.2% | -12 | 641 | 8% | 1.4 | 28 | 6% | -6% | 14%
CCOC(=O)CN1C(=O)CN(c2ccc(C)cc2)C1=O | 4% | i | 43 | 0.6% | 2 | 695 | 5% | 0.2 | 58 | -9% | -4% | -2%
CCCn1nc(C(=O)Nc2ccc(S(=O)(=O)Nc3nccs3)cc2)c2ccccc2c1=O | -3% | i | 36 | -0.1% | 2 | 769 | 11% | 3.3 | 55 | -3% | -2% | 14%
COc1ccc(OC)c(N2C(N)=C(C#N)C(c3ccc(OC)c(O)c3)C3=C2CC(C)(C)CC3=O)c1 (stereo not given) | -1% | i | 25 | -1.9% | 5 | 685 | x | 1.0 | 64 | 0% | 4% | 11%
CCOC(=O)N1CCN(C(=O)CCCn2c(=S)[nH]c3ccsc3c2=O)CC1 | -5% | i | 31 | 0.2% | 1 | 709 | 2% | -0.4 | 50 | 0% | 8% | 7%
O=C(NCc1ccccc1)C(c1ccc(F)cc1)N(Cc1cccs1)C(=O)c1cnccn1 (stereo not given) | -4% | i | 36 | 0.6% | -9 | 697 | -1% | 0.1 | 50 | 0% | -5% | 4%
O=C(Oc1ccc2ccccc2c1Br)N1CCCCCC1 | 4% | i | 39 | -2.3% | x | x | 5% | 4.0 | 59 | 10% | -3% | 0%
O=C(NCC(c1cccnc1)N1CCOCC1)c1ccco1 (stereo not given) | -2% | i | 28 | 0.1% | -3 | 750 | -4% | 0.6 | 76 | -1% | 16% | 27%
COc1cccc(C(C(=O)NCC2CCCO2)N(CC2CCCO2)C(=O)CN2C(=O)c3ccccc3S2(=O)=O)c1 (stereo not given) | -11% | i | 18 | 0.3% | -4 | 699 | 6% | 0.2 | 44 | -5% | -3% | 6%
O=C(Cn1cnc2c(nnn2-c2ccc(F)cc2)c1=O)N1CCCc2ccccc21 | -2% | i | 12 | 0.3% | x | x | 8% | 3.2 | 57 | -8% | -8% | 6%
CN(C)c1ccc(C(=O)Nc2cc(C(F)(F)F)ccc2-n2cncn2)cc1 | 1% | i | 45 | 0.1% | -3 | 680 | 2% | 8.2 | 82 | 4% | 5% | 0%
Cc1ccc(NS(=O)(=O)c2c(C(=O)N3CCCCCC3)c(C)n(C)c2C)c(C)c1 | -12% | i | 14 | -0.2% | 1 | 675 | 3% | 1.1 | 63 | -4% | -5% | 1%
O=C(O)COn1c(-c2ccccc2)nc2ccc(Cl)cc21 | 0% | i | 58 | 0.2% | 3 | 680 | 8% | -0.8 | 70 | -9% | 3% | 11%
O=C(CSc1nc2ccccc2s1)Nc1ccc(C(=O)O)cc1 | -1% | i | 36 | -0.3% | -4 | 752 | 10% | -1.1 | 74 | 1% | 15% | 4%

Reprinted from the part before: 3 entries; new compounds follow.
SMILES | LYP phosphatase | T cell modulator | T cell modulator vesicle-bound % | GPR55 beta-arrestin | Lipid droplet | Lipid droplet cells 6.5 µM | MgcRacGAP inhibition | NTR1 agonist | NTR1 agonist cell count 20 µM | GPR35 antagonists | GPR55 LPI antagonism | SV40 large T antigen
Cc1ccc(NS(=O)(=O)c2c(C(=O)N3CCCCCC3)c(C)n(C)c2C)c(C)c1 | -12% | i | 14 | -0.2% | 1 | 675 | 3% | 1.1 | 63 | -4% | -5% | 1%
O=C(O)COn1c(-c2ccccc2)nc2ccc(Cl)cc21 | 0% | i | 58 | 0.2% | 3 | 680 | 8% | -0.8 | 70 | -9% | 3% | 11%
O=C(CSc1nc2ccccc2s1)Nc1ccc(C(=O)O)cc1 | -1% | i | 36 | -0.3% | -4 | 752 | 10% | -1.1 | 74 | 1% | 15% | 4%
CCCC(=O)Nc1cccc(NC(=O)CN2CCN(c3ccccc3OC)CC2)c1 | -2% | x | x | 0.1% | x | x | 1% | x | x | -5% | -4% | 8%
Cc1ccc(NC(=O)COC(=O)C2CC3C=CC2C3)cc1S(=O)(=O)N1CCCCC1 (stereo not given) | 5% | i | 51 | 0.6% | -1 | 676 | -20% | 2.2 | 63 | -1% | 65%* | 8%
Cc1nc2ccccc2c(C)c1C(=O)c1ccccc1 | -8% | i | 58 | 0.3% | 2 | 671 | 3% | 1.6 | 41 | -7% | 5% | 2%
CCC(CO)NC1=CC(=O)CCC1 (stereo not given) | -3% | i | 55 | -0.3% | -2 | 684 | 10% | -2.6 | 90 | -12% | -2% | 7%
COc1ccc(C(=O)Nc2cc(C)on2)cc1 | -4% | i | 44 | 0.3% | x | x | 8% | 2.6 | 55 | 2% | -2% | -2%
Cc1nn2c(NCCCN3CCOCC3)c3c(nc2c1-c1ccccc1)CCC3 | -6% | i | 41 | -0.3% | x | x | 5% | 2.6 | 76 | 5% | 2% | 10%
O=C(Nc1cccc(F)c1)N1CCN(C/C=C/c2ccccc2)CC1 | -10% | i | 36 | -0.1% | 13 | 802 | 4% | -3.1 | 103 | 0% | -7% | 17%
O=C(CCS(=O)(=O)c1cccc2nsnc12)N1CC(=O)N(CCc2ccccc2)C(=O)C1 | -3% | i | 32 | -0.2% | 7 | 689 | 2% | -1.2 | 71 | -5% | 14% | 9%
Cc1ccc(-c2ccc(/C=N/NC(=O)Cc3nnc(N)s3)o2)cc1Cl | 4% | i | 31 | 0.0% | -17 | 628 | 7% | 4.6 | 61 | 13% | 4% | 16%
COc1ccc(C(NC(=O)CNC(C)=O)C(=O)Nc2ccc3c(c2)OCCO3)cc1 (stereo not given) | -7% | i | 50 | 0.3% | x | x | -2% | -0.2 | 48 | 1% | 2% | 0%
c1ccc(OCc2nc3ccccc3s2)cc1 | 0% | i | 25 | -0.1% | 1 | 685 | 7% | -0.4 | 84 | -1% | -2% | 1%
COc1ccc(OCCn2c(N)nc3ccccc32)cc1 | -5% | i | 52 | -0.3% | -11 | 814 | 8% | -1.6 | 46 | -5% | -14% | 7%
COc1cccc(-c2nn(-c3ccc(F)cc3)cc2C(=O)NCC2CCCO2)c1 (stereo not given) | x | i | 55 | x | x | x | 3% | 1.8 | 55 | x | x | 13%
O=C(CN1C(=O)NC(Cc2c[nH]c3ccccc23)C1=O)NCCc1ccc(F)cc1 (stereo not given) | -8% | x | x | 0.3% | 10 | 860 | 5% | -0.8 | 90 | -4% | -6% | 8%
Cc1nn(C(C)(C)C)c(C)c1/C=N/OC(=O)Nc1ccc(Cl)c(Cl)c1 | -2% | i | 31 | 0.0% | 8 | 721 | 8% | 4.3 | 43 | 5% | 16% | 8%
COc1ccc([N+](=O)[O-])cc1NCc1ccccc1 | -7% | i | 32 | -0.2% | 3 | 761 | 5% | -0.8 | 52 | 4% | -1% | 22%
CCCC(C)C(=O)Nc1ccc(S(=O)(=O)Nc2nccc(C)n2)cc1 (stereo not given) | -4% | i | 57 | -0.1% | -6 | 701 | x | 1.0 | 62 | -2% | -2% | 18%
COc1ccc(NC(=O)c2ccc(N3CCOCC3)nc2)cc1 | -5% | i | 67 | 0.0% | 5 | 696 | 6% | 1.3 | 52 | -4% | 4% | 6%
CCCc1nnc(NC(=O)CCC(=O)NC2CCCCCC2)s1 | -9% | i | 2 | 0.0% | -27 | 647 | 9% | 1.2 | 47 | 17% | -9% | 5%
CC(C)C[C@H](NC(=O)OC(C)(C)C)C(=O)NCC1CCC(C(=O)N[C@@H](Cc2ccccc2)C(=O)O)CC1 (stereo not given in full) | -6% | i | 11 | -0.1% | -5 | 809 | 8% | -0.2 | 99 | 19% | -4% | -1%

Bioassay records: PubChem BioAssay, several laboratories
